PKA-R1A activ – PKA-R1A complex activation; 0.083% of 340,000 active; AID 504707; activation, % at 11.4 µM; PKA-R1A dissociation, Cy5-IP20 fluorescence polarization; scaled: DMSO 0%, 113 µM cGMP 100%;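 active = percent activation above the mean of all tested compounds plus 3 SD, cut at about 19% in these data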;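 also: higher means more PKAc released from R1A so a rise in polarization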
DAGLB inhibitor – diacylglycerol lipase beta (human) inhibition. Q8NCG7. HEK293T DAGLB membrane lysate, EnzChek fluorogenic substrate. inhibition, % at 5.17 µM. 0.059% of 340,000 active. AID 504411; in the data active = inhibition above about 34%;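 also: 0% = enzyme with vehicle and 100% = wells lacking enzyme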
MOR-DOR ag – agonists of human mu-delta opioid receptor heterodimerization | AID 504326 | P35372+P41143 | activation, % at 9.3 µM | 0.3% of 340,000 active | cells, OPRM1-OPRD1 heterodimerization, luminescence; in the data active = activation above about 18%;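 also: 0% = vehicle-treated cells and 100% = reference agonist; values of inactives mirror those of a sister screen read the other way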
HTR5A inv ctr – HTR5A inverse agonism, opioid heterodimer counter-screen; P47898; AID 504634; 0.083% of 340,000 active; inhibition, % at 9.3 µM; HTR5A cell line, luminescence; in the data active = inhibition mostly above about 23%, no sharp cut-off; inactive = mostly below about 18%;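 also: 0% = cells with DMSO and 100% = no-cell wells with DMSO; some compounds called inactive have numbers as strong as hits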
HTR5A ag – HTR5A agonism, opioid heterodimer counter-screen. P47898. HTR5A agonist assay, luminescence, cell-based. activation, % at 9.3 µM. 0.61% of 340,000 active. AID 504692; in the data active = activation mostly above about 9.5%, no sharp cut-off; inactive = mostly below about 7.6%;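 also: 0% = cells with vehicle only and 100% = reference agonist; strong numbers were not always called active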
V-ATPase pHluor – yeast V-ATPase proton transport regulation by pHLuorin; response, % at 10 µM; 0.37% of 350,000 active; S. cerevisiae, pHLuorin cytosolic pH fluorescence; AID 504577; in the data active = response mostly above about 7.3%, no sharp cut-off; inactive = mostly below about 5.4%; also: actives read high; inactives centre near 0; some compounds called inactive have numbers as strong as hits; reference of the scale not given here
Arr AP2 block – blocks beta-arrestin peptide binding to AP2 adaptin; FITC-arrestin peptide / GST-AP2 beads, flow cytometry; AP2 beta2 appendage carries R879A mutation; inhibition, % at 10 µM; 0.31% of 340,000 active;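 active = inhibition above a set limit, near 3 SD of compounds lacking own fluorescence, cut at about 54% in these data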;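 also: plate controls were DMSO wells for no effect and 5 µM unlabelled arrestin peptide for full effect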
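test system = AP2 appendage R879A on GSH beads | buffer or medium = PBS plus Tween 20 (0.05%) and BSA (0.1%) | incubation = 12 min plus 1 h, RT | detection = bead flow cytometry, FITC channel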
OPRM1-OPRD1 inv – inverse agonists of human mu-delta opioid receptor heterodimerization | cell-based MOR-DOR heterodimer luminescence, inverse agonism | inhibition, % at 9.3 µM | AID 504357 | 0.21% of 340,000 active; in the data active = inhibition above about 22%, passing the limit was not always enough;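 also: 0% = cells with DMSO and 100% = wells without cells with DMSO; values of inactives mirror those of a sister screen read the other way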
Pemphigus Ab inh – blocks pemphigus antibody binding to human desmoglein-3. P32926. DSG3-coupled beads, scFv-anti-DSG3-GFP binding, flow cytometry; hits give low values. binding (percent of control), % at 10 µM. 0.48% of 310,000 active. AID 588358;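 active = binding more than 3 SD below its plate's average and above zero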;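 also: hits lower antibody fragment binding to DSG3; some compounds called inactive have numbers as strong as hits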
Target sequence (P32926 whole entry, looked up, the tested form may be a part): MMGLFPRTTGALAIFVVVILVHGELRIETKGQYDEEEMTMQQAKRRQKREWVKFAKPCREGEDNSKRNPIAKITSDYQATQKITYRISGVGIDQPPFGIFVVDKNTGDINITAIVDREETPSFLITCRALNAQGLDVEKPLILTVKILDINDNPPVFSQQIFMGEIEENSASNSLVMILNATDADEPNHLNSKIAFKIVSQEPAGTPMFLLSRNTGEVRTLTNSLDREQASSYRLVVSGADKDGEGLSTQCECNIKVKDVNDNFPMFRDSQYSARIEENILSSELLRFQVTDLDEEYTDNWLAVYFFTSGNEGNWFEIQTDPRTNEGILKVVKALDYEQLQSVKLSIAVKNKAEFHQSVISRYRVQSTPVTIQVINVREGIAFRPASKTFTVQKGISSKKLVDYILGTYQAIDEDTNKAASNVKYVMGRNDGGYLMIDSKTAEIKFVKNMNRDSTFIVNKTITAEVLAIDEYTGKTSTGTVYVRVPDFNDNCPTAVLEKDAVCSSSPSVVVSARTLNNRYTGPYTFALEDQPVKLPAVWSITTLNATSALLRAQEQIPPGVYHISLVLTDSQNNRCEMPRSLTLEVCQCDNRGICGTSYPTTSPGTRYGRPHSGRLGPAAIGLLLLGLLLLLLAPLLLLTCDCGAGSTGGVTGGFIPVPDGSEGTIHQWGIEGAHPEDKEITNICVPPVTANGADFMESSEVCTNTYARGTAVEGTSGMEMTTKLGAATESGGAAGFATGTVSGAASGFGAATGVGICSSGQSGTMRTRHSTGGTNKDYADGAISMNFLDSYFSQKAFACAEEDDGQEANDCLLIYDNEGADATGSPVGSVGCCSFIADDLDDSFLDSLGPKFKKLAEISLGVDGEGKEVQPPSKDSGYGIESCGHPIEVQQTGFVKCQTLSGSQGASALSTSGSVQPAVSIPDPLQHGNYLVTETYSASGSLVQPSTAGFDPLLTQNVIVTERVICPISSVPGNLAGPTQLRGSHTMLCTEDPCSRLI
PKA-R2B act – activates the human PKA-R2B holoenzyme complex; PKA-R2B holoenzyme dissociation, Cy5-IP20 fluorescence polarization; R2B truncated from residue 108, S112A mutant; 0% DMSO only, 100% 113 µM cGMP; P22694+P31323; 0.079% of 340,000 active; AID 504700; activation, % at 11.4 µM;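 active = activation above a cutoff set at the mean over all compounds plus 3 SD, cut at about 18% in these data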;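 also: higher means more holoenzyme dissociation and a rise in polarization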
* = called active by the depositor; . = no result given. Compounds as they come, and some 2.4% of all compounds hit somewhere here.

SMILES | PKA-R1A activ | DAGLB inhibitor | MOR-DOR ag | HTR5A inv ctr | HTR5A ag | V-ATPase pHluor | Arr AP2 block | OPRM1-OPRD1 inv | Pemphigus Ab inh | PKA-R2B act
COC(=O)c1ccc(-c2ccc(F)cc2)nc1C | 2 | -12 | -1.7 | -6 | 4 | -3 | -11 | 9 | 110 | 6
COCC(C)NC(=O)c1nn(Cc2ccccc2)c(=O)c2ccccc12 (configuration not stated) | 3 | 0 | -1.2 | 10 | 3 | 5 | -1 | 6 | 108 | 6
C=C(C(=O)c1ccccc1)C(C(=C)C(=O)c1ccccc1)c1ccc(OC)cc1 | 1 | 1 | -0.8 | -8 | 5 | 1 | -2 | 4 | . | -4
CCC(Oc1ccccc1OC)C(=O)Nc1ccc2c(c1)OCO2 (configuration not stated) | 6 | 1 | -2.2 | -28 | 10 | -3 | -1 | 12 | 112 | -1
Oc1cc2c(cc1CN1CCN(c3ncccn3)CC1)OCO2 | 9 | -1 | -0.9 | -12 | -2 | 3 | 7 | 5 | 107 | 2
CC1CCN(S(=O)(=O)c2cccc(C(=O)Nc3nncs3)c2)CC1 | 4 | 3 | -1.7 | 9 | 0 | -5 | 18 | 9 | 100 | 10
CCc1noc(C)c1C(=O)N1CCN(S(=O)(=O)c2ccc(Br)cc2)CC1 | 6 | 0 | -0.9 | 27 | -1 | 4 | 6 | 6 | 93 | -10
COc1ccc(CCNC(=O)C(C)SCc2ccccc2)cc1 (configuration not stated) | -1 | 0 | -0.1 | -3 | 1 | 3 | -6 | 1 | 95 | 2
COCCNC(=O)/C(C#N)=C/c1ccc(O)c([N+](=O)[O-])c1 | -6 | 2 | -3.8 | -24 | -3 | 1 | -7 | 20 | 99 | -4
O=C(NC1(C(F)(F)F)C(=O)Nc2c1c(=O)[nH]c(=O)n2-c1ccccc1)c1ccncc1 (configuration not stated) | -7 | -2 | -3.0 | 26 | -5 | -4 | 28 | 15 | 99 | -1
Cc1cccc(CN2CCc3c(OCC(=O)N4CCCc5ccccc54)cccc3C2=O)c1 | -9 | 1 | 0.3 | -1 | 0 | 0 | 39 | -2 | 100 | 4
CCOC(=O)c1cc(-c2ccccc2)n(CCC(=O)N2CCN(c3ccccn3)CC2)c1C | -6 | 3 | -0.1 | -11 | 3 | 3 | 24 | 0 | 112 | -12
COc1ccc(CC(=O)OC(C)CN2CCCCC2)cc1 (configuration not stated) | 5 | -3 | -2.5 | -4 | -3 | 1 | -2 | 12 | 108 | -10
O=C(NCCNC1CCC(c2ccccc2)CC1)c1cccs1 (configuration not stated) | 0 | -2 | -0.5 | 6 | -2 | 0 | 27 | 2 | 101 | 4
NS(=O)(=O)c1ccc(CNC(=O)/C=C/c2cccc([N+](=O)[O-])c2)cc1 | 0 | 5 | -2.7 | 0 | 0 | -1 | -7 | 15 | 105 | -11
CN1CCc2c(sc(NC(=O)CS(=O)(=O)c3ccccc3)c2C(N)=O)C1 | -1 | -2 | 0.2 | -1 | 0 | 1 | 21 | -1 | 110 | -6
Cc1ccsc1/C=N/NC(=O)Cc1cc(=O)[nH][nH]1 | -9 | 1 | -1.5 | 4 | 9 | 3 | 30 | 8 | 97 | -2
CCOc1ccc(CN2CCN(S(=O)(=O)c3ccc(NC(C)=O)cc3)CC2)cc1OC | 2 | -6 | 3.4 | -15 | 6 | -7 | 6 | -21 | 105 | 5
N#C/C(N)=C(/C#N)N=Cc1cccc(Cl)c1 | -3 | 9 | 0.8 | -17 | -1 | 2 | 33 | -4 | . | -3
CC(C)c1nc2sc3c(=O)[nH]c(=S)[nH]c3c2c2c1CCCC2 | -2 | 0 | -2.8 | -4 | 1 | 0 | -1 | 15 | 93 | -7

A different layout for some results above:
Cc1ccsc1/C=N/NC(=O)Cc1cc(=O)[nH][nH]1
- PKA-R1A activ = -9
- DAGLB inhibitor = 1
- MOR-DOR ag = -1.5
- HTR5A inv ctr = 4
- HTR5A ag = 9
- V-ATPase pHluor = 3
- Arr AP2 block = 30
- OPRM1-OPRD1 inv = 8
- Pemphigus Ab inh = 97
- PKA-R2B act = -2

N#C/C(N)=C(/C#N)N=Cc1cccc(Cl)c1
- PKA-R1A activ = -3
- DAGLB inhibitor = 9
- MOR-DOR ag = 0.8
- HTR5A inv ctr = -17
- HTR5A ag = -1
- V-ATPase pHluor = 2
- Arr AP2 block = 33
- OPRM1-OPRD1 inv = -4
- Pemphigus Ab inh = .
- PKA-R2B act = -3

The results go on:
SMILES | PKA-R1A activ | DAGLB inhibitor | MOR-DOR ag | HTR5A inv ctr | HTR5A ag | V-ATPase pHluor | Arr AP2 block | OPRM1-OPRD1 inv | Pemphigus Ab inh | PKA-R2B act
Cc1ccc(-c2cc3nn(-c4ccccc4)c(N)c3c(=O)o2)cc1 | -11 | -7 | 0.5 | 6 | 3 | 3 | 0 | -2 | 101 | 0
Oc1cccc(C2c3[nH]c4ccccc4c3CCN2Cc2ccoc2)c1 (configuration not stated) | -4 | -3 | 1.5 | -10 | 4 | 1 | 6 | -8 | 117 | -5
C[C@]1(C(=O)NCCCNc2ncc(C(F)(F)F)cc2Cl)C=C[C@@H](Cc2ccccc2)N1C(=O)c1ccccc1 | -16 | -2 | 3.1 | -5 | 1 | -6 | 5 | -14 | 103 | -11
CC(=O)c1ccc(NC(=O)NCc2ccc(F)cc2)cc1 | 1 | -2 | 0.3 | -7 | -1 | 1 | 11 | -1 | 102 | 10
O=C(Oc1ccc(-c2nnco2)cc1)c1cc(S(=O)(=O)N2CCOCC2)ccc1F | 2 | -3 | . | . | . | 1 | . | . | 99 | 0
COc1ccc(S(=O)(=O)NCCN2CCOCC2)c2ccccc12 | -4 | 2 | 1.2 | -13 | 5 | -1 | 5 | -7 | 96 | -6
Cn1c(NC2CCCCC2)c(N=O)c(=O)n(C)c1=O | -15 | -1 | -6.2 | 11 | -4 | 0 | -13 | 29 | 99 | -8
O=[N+]([O-])c1cccnc1Oc1cc(Cl)c(Cl)cc1Cl | 11 | -15 | . | . | . | 2 | . | . | 104 | -4
COc1ccc(/C=C2\NC(=S)N(CC3CCCO3)C2=O)c(OC)c1C (configuration not stated) | -2 | -4 | 2.9 | 7 | -3 | 3 | -11 | -17 | 98 | -2
CCc1ccccc1NC(=S)NC1CC2CCC(C1)N2Cc1ccco1 (configuration not stated) | -3 | 2 | -0.3 | -8 | 3 | -1 | 22 | 2 | 103 | -12
CN(C)C(=S)SCC(=O)Nc1cccc(C(F)(F)F)c1 | -1 | -3 | -2.2 | -3 | 4 | 0 | -9 | 11 | 84 | 2
CCOC(=O)c1ccc(-c2ccc(CO)o2)cc1 | 1 | 0 | -2.1 | 14 | 2 | 3 | 21 | 12 | 73 | -9
COc1ccc(NC(=O)CCC(=O)Nc2nnc(C(F)(F)F)s2)c(OC)c1 | -3 | 0 | -0.1 | -10 | -2 | 2 | 1 | 1 | 100 | 1
CN(C)C(=O)CSc1nnc(NC(=O)CCc2ccccc2)s1 | 10 | -1 | -2.7 | -2 | -7 | -3 | 16 | 13 | . | 6
COC(=O)c1cc(Br)c(=O)n(-c2ccc(OC)cc2)c1 | 0 | -1 | -2.2 | 11 | -3 | -1 | 4 | 12 | 92 | -3
CC(=O)C1=C(c2ccc(Br)cc2)C(=O)c2ccccc2C1=O | 2 | -2 | 33* | -28 | 11 | -1 | 9 | -178 | 100 | -7
COC(=O)CN(c1c(C)cccc1C)S(C)(=O)=O | -7 | -2 | -0.7 | -34 | -2 | -1 | 7 | 4 | 99 | 3
O=C(c1cc(S(=O)(=O)N2CCOCC2)ccc1Cl)N1CCN(c2ccccn2)CC1 | 0 | -2 | -0.8 | -10 | 0 | 0 | -4 | 4 | 117 | -3
COc1cc(OC)c(C2CC(=O)N3CN(C)CSC3=C2C#N)cc1OC (configuration not stated) | -9 | -1 | -1.6 | 0 | 5 | -2 | 1 | 9 | 80 | 4
O=C(O)CCN1C(=O)/C(=C\c2ccc(OCc3ccccc3)c(OCc3ccccc3)c2)SC1=S | -1 | 2 | -1.0 | -25 | 0 | -1 | -9 | 5 | 97 | 3
NC(=O)CC(NC(=O)c1ccccc1)c1ccc(NCCCN2CCCC2=O)c([N+](=O)[O-])c1 (configuration not stated) | -3 | 1 | -1.8 | 2 | -3 | -3 | 1 | 10 | 95 | -1
C=CCOc1c2ccc(C(=O)NCc3ccc(C)cc3)cc2nn1C | -1 | -2 | -0.4 | 13 | -5 | 1 | -1 | 2 | 101 | -7
CN(Cc1ccc(OC(F)F)cc1)C(=O)/C=C/c1ccc(S(=O)(=O)N2CCOCC2)cc1 | 3 | 0 | 0.9 | 0 | 0 | 1 | 3 | -4 | 120 | -7
CC(=O)N(CCN(C)C)c1nc2cc3c(cc2s1)OCCO3 | -9 | 0 | -0.4 | -1 | 3 | 1 | 17 | 2 | 108 | -3
CCOC(=O)COn1c(=O)c(-c2ccc(C)cc2)[n+]([O-])c2ccccc21 | -5 | -1 | -2.5 | 9 | -3 | -5 | 6 | 11 | 95 | -2
O=C(NNC(=O)c1cccc2ccccc12)c1cccc(Cl)c1 | -11 | -1 | -2.2 | 2 | 0 | 2 | -8 | 11 | 113 | 9
C=CCN(C(=O)Cn1nnc2ccccc21)C(C(=O)NCCOC)c1ccc(OC)cc1OC (configuration not stated) | -16 | 3 | -2.1 | -44 | 2 | 3 | 28 | 11 | 96 | -5
CC(C)NC(=O)C1CC(=O)N(CCc2ccc(F)cc2)C1 (configuration not stated) | 9 | 0 | . | . | . | 1 | . | . | 100 | -1
CCSc1nnc(NC(=O)CSc2nc(CC)nc3c2c(=O)n(C)c(=O)n3C)s1 | -7 | -1 | -0.2 | -20 | 8 | -1 | 3 | 1 | 103 | -8
C=CCN(c1ccccc1)S(=O)(=O)c1cccc(C(=O)OCC(=O)NC2CC2)c1 | 2 | 0 | -3.9 | 5 | -1 | -1 | 8 | 19 | 101 | -13
COCCNS(=O)(=O)c1cc(OC)ccc1OC | -7 | 0 | -0.8 | -7 | 2 | 0 | -10 | 4 | 101 | -1
COC(=O)c1sccc1-c1ccc(/C=N/OC(=O)c2ccccc2)o1 | -10 | -6 | -0.1 | 5 | -1 | -2 | 5 | 0 | 99 | -2
COc1ccc(C(=O)CC2OC(=O)c3c2ccc(OC)c3OC)cc1 (configuration not stated) | 3 | 4 | 0.8 | -40 | 13* | 5 | -10 | -5 | 113 | 9
Cc1ccc(Cl)c(OCC(=O)N(C)CC(=O)Nc2ccc(N3CCOCC3)cc2)c1 | 0 | 0 | -1.8 | 4 | -1 | -1 | 1 | 11 | 106 | -4
COc1cccc(NC(=O)CN2CCc3ccccc3C2)c1 | -15 | -3 | -2.2 | -28 | 5 | 0 | -3 | 11 | 112 | -10
O=C(c1ccccc1)N(Cc1ccc(F)cc1)C1CCS(=O)(=O)C1 (configuration not stated) | -7 | 0 | -0.5 | 4 | -2 | 3 | 4 | 3 | 100 | -15
CCC(Sc1nc(=O)cc(N)n1CCc1ccccc1)C(=O)Nc1cc(C)on1 (configuration not stated) | 10 | 0 | -0.7 | -32 | -2 | -1 | 22 | 4 | 105 | 5
